Source: PubChem (National Center for Advancing Translational Sciences (NCATS))
Pin1 inh: human Pin1 inhibition; Pin1 FP peptide displacement, HiFluor488, 10 min; Potency, µM (series often up to 115 µM), for the others: at the top dose activity, negative = inhibition, usual class: inhibitors; actives 0.009% (n = 390,000); AID 504891; active = well fitted inhibition curve with a large enough effect in the polarisation, with a control signal flat, not every such curve was filed as active; inconclusive = small, poorly fitted or top-dose-only effect, or effect the other way, or a change in a side signal; inactive = no such curve, though single readings can be large or run the other way; the % refers to the polarisation; note: % is set by controls: 0 for no effect and ±100 for the full control effect
Target sequence (Q13526 whole entry, looked up): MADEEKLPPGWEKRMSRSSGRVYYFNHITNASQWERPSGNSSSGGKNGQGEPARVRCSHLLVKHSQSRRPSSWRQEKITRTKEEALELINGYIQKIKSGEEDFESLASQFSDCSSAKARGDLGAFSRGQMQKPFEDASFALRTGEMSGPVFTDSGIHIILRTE
TrxR1 inh: inhibitors of rat thioredoxin reductase 1; O89049; recombinant rTrxR1, NADPH fluorescence consumption, selenite substrate; Potency, µM (series often up to 114 µM), without a hit: top-dose activity change, negative = inhibition, most hits filed as inhibitors; actives 1% (n = 390,000); note: % is set by controls: 0 for no effect and ±100 for the full control effect; nearly all actives have a fitted effect of over 65% in size
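Rat TrxR1 (90 nM in the dispensed reagent) was pre-reduced with 400 uM NADPH for 5 min at room temperature, then incubated with compound for 15 min. After 400 uM selenite was added, NADPH fluorescence (Ex 340/Em 450 nm) was followed for 8 min.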
GLS inhibitor: glutaminase GLS (human) inhibition; O94925; GLS enzymatic activity, qHTS titration; Potency, µM (highest dose often 45.5 µM), for inactives: at the top dose activity change, negative = inhibition, hits mostly inhibitors; actives 0.21% (n = 410,000); AID 624170; note: % is set by controls: 0 for no effect and ±100 for the full control effect
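Assay buffer: 45 mM KH2PO4 pH 8.2, 0.02% Tween-20. hKGA acts on L-glutamine (1 mM solution added); product glutamate is reported by an oxidase/peroxidase Amplex Red coupling, with fluorescence taken at baseline and 30 min.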
HP1b binding inh: blocks HP1-beta chromodomain binding to methylated histone tails; Potency, µM (highest dose often 114 µM), for the others: top-dose activity change, negative = inhibition, usual class: inhibitors; AlphaScreen HP1-beta / biotin-H3K9me3 peptide binding; actives 0.56% (n = 390,000); note: nearly all actives have a fitted effect of over 70% in size; inactives centre near 23
Target sequence (P83916 whole entry, looked up): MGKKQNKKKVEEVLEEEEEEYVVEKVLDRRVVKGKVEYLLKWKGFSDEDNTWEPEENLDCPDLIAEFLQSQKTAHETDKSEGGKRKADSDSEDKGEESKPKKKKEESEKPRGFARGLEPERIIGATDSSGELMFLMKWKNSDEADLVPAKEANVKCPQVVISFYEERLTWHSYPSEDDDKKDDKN
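HP1-beta protein (50 nM final) preincubated 30 min at room temperature with biotinylated H3(1-18)K9me3 peptide (50 nM) in PBS pH 7.4, 0.01% Tween-20, then compound added for 30 min. AlphaScreen streptavidin donor/nickel chelate acceptor beads (10 ug/mL final), 30 min dark, luminescence read.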
ERG Ets-DNA blk: inhibitors of human ERG Ets domain-DNA interaction | fluorescence polarization, His-ERG Ets domain / labelled DNA | Potency, µM (titrated, usually from 76.9 µM), for inactives: top-dose FP activity, negative = inhibition, usual class: inhibitors | actives 0.028% (n = 370,000) | AID 624246; active = well fitted inhibition curve with a large enough effect in the polarisation, with a control signal flat; inconclusive = small, poorly fitted or top-dose-only effect, or effect the other way, or a change in a side signal; inactive = no such curve, though single readings can be large or run the other way; the % refers to the polarisation;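 note: polarization taken with two DNA probes labelled with fluorescein and Texas red; % of control where 0% means no effect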
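His-tagged ERG Ets domain (1 uM in the protein solution; 300mM KCl, 50mM Tris-HCl, 1mM EDTA, 1mM DTT, pH 7.5) received compound, then a probe mix of 5 nM fluorescein-DNA and 100nM Texas-615-DNA. Fluorescence polarization was read for both dyes.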
RGS4 inh: inhibitors of human regulator of G protein signaling 4. P49798. Transcreener GDP fluorescence polarization, RGS4-accelerated GTP hydrolysis. Potency, µM (highest dose often 114 µM), without a hit: top-dose activity change, negative = inhibition, most hits filed as inhibitors. actives 0.039% (n = 390,000). AID 504845; note: % is set by controls: 0 for no effect and ±100 for the full control effect; nearly all actives have a fitted effect of over 75% in size; some results filed as inactive show a strong effect at the top dose
Target sequence (P49798 whole entry, looked up): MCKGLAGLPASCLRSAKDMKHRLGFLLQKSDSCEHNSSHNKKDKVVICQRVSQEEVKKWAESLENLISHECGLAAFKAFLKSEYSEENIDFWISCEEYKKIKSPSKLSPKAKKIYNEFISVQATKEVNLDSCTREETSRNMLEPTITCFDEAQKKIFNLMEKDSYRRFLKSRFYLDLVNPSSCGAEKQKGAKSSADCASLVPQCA
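MLSMR compounds (23 nl, pin-transferred) preincubated 10 min at room temperature with a 500nM (2x) first reagent, then RGS4 at 900nM (2x) plus Transcreener GDP mix added; fluorescence polarization (620/688 nm) read before and after 90 min at 30 °C.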
PGK inhibitor: blocks T. brucei phosphoglycerate kinase; Potency, µM (series often up to 57.5 µM), inactives show at the highest dose activity change, negative = inhibition, actives largely listed as inhibitors; actives 0.043% (n = 380,000); P07378; PGK/GAPDH coupled, Kinase-Glo luminescence, 60 min; AID 602233; note: % is set by controls: 0 for no effect and ±100 for the full control effect; nearly all actives have a fitted effect of over 60% in size
Target sequence (P07378 whole entry, looked up): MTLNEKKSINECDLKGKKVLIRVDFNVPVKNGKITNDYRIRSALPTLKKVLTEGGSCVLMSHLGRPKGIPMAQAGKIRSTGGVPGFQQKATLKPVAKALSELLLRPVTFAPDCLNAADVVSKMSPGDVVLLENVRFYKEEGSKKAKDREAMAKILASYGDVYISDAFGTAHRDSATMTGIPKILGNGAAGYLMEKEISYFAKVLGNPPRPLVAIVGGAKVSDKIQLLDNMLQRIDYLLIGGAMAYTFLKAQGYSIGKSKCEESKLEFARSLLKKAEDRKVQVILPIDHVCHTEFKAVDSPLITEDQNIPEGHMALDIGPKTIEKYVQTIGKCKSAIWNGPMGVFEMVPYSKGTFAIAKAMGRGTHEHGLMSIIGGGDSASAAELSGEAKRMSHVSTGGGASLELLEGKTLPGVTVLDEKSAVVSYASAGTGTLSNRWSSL
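Luminescent ATP detection (Kinase-Glo Plus) follows a 60-minute room-temperature incubation, with wells lacking PGK as controls. Buffer: 100 mM TEA (pH 7.6), 5 mM MgCl2, 0.01% Tween-20. Coupling enzyme GAPDH (100 nM final) supplies unstable 1,3-BPG in-well.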
12-LOX inh: inhibitors of human 12S-lipoxygenase ALOX12; purified 12hLO, xylenol orange hydroperoxide absorbance; Potency, µM (doses to about 108 µM), inactives show at the top dose activity change, negative = inhibition, most hits filed as inhibitors; actives 1.1% (n = 580,000); note: % is set by controls: 0 for no effect and ±100 for the full control effect
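Purified human 12hLO at 150 nM in 25 mM Hepes, 0.01% Triton X-100, pH 7.0, preincubated 15 min at room temperature with compound. Reaction started with 40 uM arachidonic acid, 30 min at room temperature. Hydroperoxide measured by Fe-xylenol orange, 573/405 nm absorbance ratio.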
JMJD2A Tudor inh: blocks the human JMJD2A Tudor domain. AID 504339. O75164. actives 4.4% (n = 390,000). Potency, µM (series often up to 114 µM), for the others: top-dose activity change, negative = inhibition, hits mostly inhibitors. AlphaScreen JMJD2A-Tudor / H3K4me3 peptide binding; note: % is set by controls: 0 for no effect and ±100 for the full control effect; nearly all actives have a fitted effect of over 50% in size
The depositor's hits bear a star; i = inactive; ? = inconclusive; · = not tested or not shown; & = joins results of further samples; [ ] = dose if it differs, or a comment. Unless noted, calls come from the whole dose curve; as a rule, active = well fitted curve in the direction sought with a large enough effect; inconclusive = small, poorly fitted or top-dose-only effect, or another doubt; inactive = no such curve, though single readings can be large; an effect the other way counts as inactive or inconclusive. Potency is the fitted concentration of half-maximal effect. Not all compounds are listed; the hit share may differ from the screen's.

SMILES | Pin1 inh | TrxR1 inh | GLS inhibitor | HP1b binding inh | ERG Ets-DNA blk | RGS4 inh | PGK inhibitor | 12-LOX inh | JMJD2A Tudor inh
CN1C2C=C(N(CCc3c[nH]c4ccccc34)C(=O)c3ccc(Cl)cc3)CC1CC2 (stereo not given) | 1.7% | 26.1%[57.1 µM] | 22.4% | -4.5% | 3.3% | 22.9% | -5.1% | ? | ?
CC(=O)c1cccc(NC(=O)COC(=O)CCC(=O)c2ccc(F)cc2)c1 | 2.5% | 4.3%[57.1 µM] | -16.7% | 26.6% | 4.8% | -26.0% | -8.7% | -5.3% | -7.5%
CC(=O)c1ccc(N2CCN(c3nc4c(S(=O)(=O)c5ccc(C)c(C)c5)nnn4c4ccc(Cl)cc34)CC2)cc1 | -2.4% | 22.1% | 0.5% | 14.9% | -3.3% | -18.2% | 5.5% | -29.3% | -9.5%
O=C(c1cc(COc2ccc(F)cc2Cl)on1)N1CCCC(c2ccccc2)C1 (stereo not given) | -1.9% | 22.1%[57.1 µM] | 5.5% | 68.1%[activator] | 6.3% | -0.6% | 3.0% | 11.6% | 1.5%[11.4 µM]
Cc1ccc(NC(=O)COc2ccc(/C=C3/NC(=O)NC3=O)cc2)cc1 | -6.1% | 25.9% | -1.9% | 58.6%[activator] | -17.5% | 1.0% | -6.7% | -5.1% | -8.3%
Cc1cccc(OCC(=O)NCCCNC(=O)c2ccc(C)nc2)c1 | -10.5% | 4.5% | 17.6% | 26.8% | -5.5% | 14.2% | 8.2% | -10.6% | -14.4%
Cn1nccc1C(=O)N1CCCC(C(=O)c2ccc(Oc3ccccc3)cc2)C1 (stereo not given) | -0.2% | 3.7% | -7.0% | 33.2% | 3.6% | 13.3% | -8.3% | -4.0% | -7.2%
Cc1ccc(-c2cc(C(=O)N/N=C/c3ccco3)[nH]n2)cc1 | -0.9% | -29.7% | 1.8% | 28.8% | -8.7% | -12.8% | 0.6% | 0.0% | -29.5%
Cc1ccc(O)c(C(=O)/C=C/c2ccc3c(c2)OCCCO3)c1 | -2.4% | -7.7% | -1.5% | ? | -5.2% | -30.9% | 8.0% | 22.8% | 15.8µM*
COc1cc(C)c(Cl)cc1S(=O)(=O)NCc1ccco1 | 0.1% | -11.8%[57.1 µM] | -2.9% | 37.6% | -3.3% | -14.1% | -6.5% | ? | -14.5%
O=C(CSc1nc2ccccc2c(=O)n1-c1ccc(F)cc1F)Nc1ccc2c(c1)CCC2 | 15.0% | 30.2% | -5.5% | 30.2% | 2.8% | 0.1% | · | -2.8% | -22.2%
N#Cc1ccccc1CSCCNC(=O)Cc1c(F)cccc1Cl | -3.4% | 13.3% | -13.6% | 45.5%[activator] | 0.5% | -11.9% | -7.9% | -20.9% | -1.5%
CCOC(=O)N1CCN(C(=O)c2ccc(N(Cc3ccccc3Cl)S(C)(=O)=O)cc2)CC1 | 5.0% | 9.5% | 1.6% | 21.3% | -1.8% | -5.7% | -0.5% | 0.0% | 8.2%
O=C(CCNC(=O)c1ccc(Cl)cc1)NCCCN1CCOCC1 | -6.6% | 9.8% | -1.8% | 39.1%[activator] | 0.8% | -7.8% | -6.3% | 1.0% | -1.0%
CCC(C)Sc1nc2c(c(=O)[nH]c(=O)n2C)n1Cc1ccccc1Cl (stereo not given) | 0.8% | 17.3%[57.1 µM] | 0.6% | 6.9% | 2.6% | -6.8% | -2.9% | -0.7% | 1.4%
CCOC(=O)c1ccc(NC2(c3ccccc3)C(=O)c3ccccc3C2=O)cc1 | ? | -6.5% | 7.3% | 0.8% | ? | 11.4% | · | ? | ?
CCOCCCNc1ccc(N2C(=O)CCCC2=O)cc1[N+](=O)[O-] | 4.1% | -10.6% | 2.0% | 24.1% | -11.5% | 2.5% | 4.2% | 1.4% | -14.1%
COc1ccc(OC)c(N(CC(=O)Nc2ccccc2C(=O)NCc2ccco2)S(C)(=O)=O)c1 | -1.2% | 12.5% | -5.5% | -8.1% | -8.9% | 22.2% | 1.1% | -1.0% | -26.1%
O=C1CCc2ccc(OCCCCN3CCN(c4cccc(Cl)c4Cl)CC3)cc2N1 | -0.7% | 20.0% | -7.7%&-4.6% | -8.6% | ? | -3.0% | -8.3% | 2.2% | ?
Cc1ccccc1N=C1C(=O)Nc2ccccc21 | 0.4% | -12.3% | 1.7% | 4.9% | · | -19.8% | i | 9.4% | -14.6%
CN(CC(=O)O)S(=O)(=O)/C=C/c1ccccc1 | -0.5% | 22.2%[57.1 µM] | 0.1% | -13.4% | 1.3% | -3.5% | -7.1% | -8.2% | -7.6%
Cc1ccc(OCCCCN2CCc3ccccc3C2)cc1 | -1.2% | 15.4% | 12.9% | 35.8% | -7.9% | 2.6% | -2.4% | 49.6% | -23.3%
O=C(N/N=C/c1c(Cl)nc2ccccn2c1=O)c1cccnc1 | 21.0% | ? | -1.8% | 43.3%[activator] | 7.1% | -2.6% | i | 3.16µM* | -11.2%
CCn1c(SCC(=O)Nc2cc(Cl)ccc2OC)nc2c([nH]c3ccccc32)c1=O | -8.3% | 23.1%[57.1 µM] | -6.6% | 26.3%[57 µM] | -1.3% | 3.5% | i | -14.4% | -7.4%
O=C1CC(NCCN2CCOCC2)C(=O)N1Cc1ccc(N2CCCC2=O)cc1 (stereo not given) | ? | ? | -17.3% | 37.6% | 5.1% | 2.8%[11.4 µM] | -8.7% | 4.0% | -16.0%[11.4 µM]

Entries of single compounds from above.
`Cc1ccc(NC(=O)COc2ccc(/C=C3/NC(=O)NC3=O)cc2)cc1` in the list: Pin1 inh: -6.1%; TrxR1 inh: 25.9%; GLS inhibitor: -1.9%; HP1b binding inh: 58.6%[activator]; ERG Ets-DNA blk: -17.5%; RGS4 inh: 1.0%; PGK inhibitor: -6.7%; 12-LOX inh: -5.1%; JMJD2A Tudor inh: -8.3%
`COc1ccc(OC)c(N(CC(=O)Nc2ccccc2C(=O)NCc2ccco2)S(C)(=O)=O)c1` in the list: Pin1 inh: -1.2%; TrxR1 inh: 12.5%; GLS inhibitor: -5.5%; HP1b binding inh: -8.1%; ERG Ets-DNA blk: -8.9%; RGS4 inh: 22.2%; PGK inhibitor: 1.1%; 12-LOX inh: -1.0%; JMJD2A Tudor inh: -26.1%

Later entries
SMILES | Pin1 inh | TrxR1 inh | GLS inhibitor | HP1b binding inh | ERG Ets-DNA blk | RGS4 inh | PGK inhibitor | 12-LOX inh | JMJD2A Tudor inh
O=C(COC(=O)CCS(=O)(=O)c1ccccc1)Nc1cc(S(=O)(=O)N2CCCCC2)ccc1Cl | 31.1%[activator] | -0.3% | -5.5% | 7.2% | 8.2% | -8.2% | i | -16.4% | -3.4%
CN(C)c1ccc(CNS(=O)(=O)c2ccc3[nH]c4c(c3c2)CCCCC4)cc1 | -3.8% | 14.7% | 18.9% | -10.3% | -2.4% | 8.4% | -6.4% | -23.5% | -15.9%
C[N+](C)(C)CC(=O)N/N=C/c1c2ccccc2cc2ccccc12 | -3.0% | 32.9% | 6.2% | 42.1%[activator] | -17.0% | 27.2% | -9.6% | ? | ?
COc1ccc(OCC(=O)Nc2ccc3c(c2)OCO3)cc1 | -8.8% | 16.3%[57.1 µM] | -9.4% | 4.1% | 0.8% | 41.6% | -0.8% | -5.1% | -13.0%
O=C(NCCc1ccccc1)c1ccc2nc3cc(Cl)ccc3c(=O)n2c1 | -0.3% | 12.8% | -0.6% | 23.6% | -8.4% | -31.7% | 1.1% | 2.0% | -8.3%
COc1ccc(S(=O)(=O)NC2CC(=O)N(c3ccc(C)c(C)c3)C2)cc1C (stereo not given) | 1.9% | 1.8% | -3.2% | 16.8% | -0.4% | -23.3% | -10.7% | -15.4% | -25.0%
COc1ccccc1CCNC(=O)c1cccc(S(=O)(=O)NCc2ccccc2)c1 | -6.6% | 0.5% | -15.1% | 27.5% | -0.9% | -19.7% | -0.5% | 3.2% | -11.5%
CCOC(=O)c1cc2c3ccccc3n(CC)c2nc1N | 7.9% | -4.0% | 9.4% | 38.7% | -2.8% | -31.4% | -7.6% | 1.6% | 11.7%
CCC(=O)Oc1ccc2c(c1)O/C(=C\c1ccco1)C2=O | ? | 79.4µM* | 18.8% | ? | 2.4% | -39.7% | -1.2% | 25.1µM* | -30.3%
O=C(O)c1cc2cc(OCc3ccccc3)ccc2[nH]1 | -3.6% | 6.0% | 12.3% | 14.6% | · | 7.5% | -6.7% | -20.5% | -26.2%
CC(C)(C)c1ccc2c(c1)N(CC(=O)O)C(=O)CO2 | 2.3% | 16.5% | 0.5% | 35.7% | -3.0% | 7.1% | 2.5% | 6.9% | -7.7%
COc1ccc(CCNc2nc(N3CCOCC3)nc(N3CCOCC3)n2)cc1OC | -2.4% | 7.7%[57.1 µM] | 2.2% | 42.5%[activator] | -0.4% | -2.3% | i | 6.3%[57.4 µM] | -14.0%
NC(=O)c1cccc(-c2noc(-c3ccccc3F)n2)c1 | 19.6% | 26.4% | -9.6% | 91.8%[activator] | · | -0.6% | -8.9% | 0.1% | 18.3%
Cn1c(=O)c2c(nc(NN=C3CCCCC3)n2C)n(C)c1=O | -2.3% | -57.4% | 1.0% | ? | 9.1% | -44.5% | -1.7% | 25.5% | -25.1%
CCCC(=O)Nc1cccc(-c2nc3ccccc3c(=O)o2)c1 | 0.2% | -23.4% | -2.2% | 35.5% | 4.0% | 9.6% | 9.7% | -8.9% | -11.2%
